# sPLA2-III inh: Blocks human group III sPLA2 activity; Q9NZ20; QFRET BODIPY PC-A2 liposome hydrolysis, fluorescence; inhibition, % at 12.2 µM; hit rate 0.56% among 370,000;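 active means inhibition above mean plus 3 SD of compounds lying within the high and low control bounds, cut at about 19% in these data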;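 further: 0% = median of test compound wells and 100% = no enzyme DMSO wells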
# ASAP1 GAP inh: blocks human ASAP1-stimulated Arf1 GTP hydrolysis; Q9ULH1; hit rate 0.19% among 360,000; GDP FP detection; AID 624377; inhibition, % at 16.5 µM; in the data active means inhibition above about 25%;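 further: 0% = vehicle with enzyme and substrate and 100% = no enzyme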
# GC-A act: GC-A (human) enzyme activation; HEK293 GC-A cells, cGMP TR-FRET, EC30 ANP; 0% at EC30 ANP, 100% saturating ANP; activation, % at 10 µM; hit rate 0.14% among 370,000; AID 1671463; in the data active means activation above about 40%
# Target sequence (P16066 whole entry, looked up): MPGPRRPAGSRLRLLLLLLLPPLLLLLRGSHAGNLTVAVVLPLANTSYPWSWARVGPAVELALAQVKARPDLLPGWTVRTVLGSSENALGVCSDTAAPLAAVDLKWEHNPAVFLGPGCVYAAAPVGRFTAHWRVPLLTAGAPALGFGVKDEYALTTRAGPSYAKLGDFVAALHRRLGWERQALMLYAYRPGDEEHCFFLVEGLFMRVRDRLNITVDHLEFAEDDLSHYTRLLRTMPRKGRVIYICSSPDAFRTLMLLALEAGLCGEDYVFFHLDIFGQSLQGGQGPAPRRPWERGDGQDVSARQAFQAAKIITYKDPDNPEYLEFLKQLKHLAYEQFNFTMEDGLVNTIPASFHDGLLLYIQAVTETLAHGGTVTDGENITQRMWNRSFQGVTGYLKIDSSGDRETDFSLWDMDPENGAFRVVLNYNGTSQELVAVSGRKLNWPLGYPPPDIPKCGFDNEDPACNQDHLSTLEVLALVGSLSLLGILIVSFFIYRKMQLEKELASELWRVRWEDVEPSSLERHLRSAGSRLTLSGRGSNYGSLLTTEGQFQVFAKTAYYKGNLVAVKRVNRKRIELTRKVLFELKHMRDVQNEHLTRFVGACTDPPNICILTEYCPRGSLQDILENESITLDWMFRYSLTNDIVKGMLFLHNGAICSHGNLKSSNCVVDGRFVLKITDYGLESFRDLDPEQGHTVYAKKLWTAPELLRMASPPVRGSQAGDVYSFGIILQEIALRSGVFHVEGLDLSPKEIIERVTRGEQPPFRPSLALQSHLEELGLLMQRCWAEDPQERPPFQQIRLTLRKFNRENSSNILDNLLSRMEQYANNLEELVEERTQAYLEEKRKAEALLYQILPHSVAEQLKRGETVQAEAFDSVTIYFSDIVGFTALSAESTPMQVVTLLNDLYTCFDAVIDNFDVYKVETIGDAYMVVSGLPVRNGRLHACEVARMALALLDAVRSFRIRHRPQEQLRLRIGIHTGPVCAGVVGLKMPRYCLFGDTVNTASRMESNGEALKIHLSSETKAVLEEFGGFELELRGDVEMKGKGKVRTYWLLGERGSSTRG
# DDE Tn6 FP inh: disrupts Tn6 cyclic peptide binding to fibrin D-Dimer-E complex | inhibition, % at 8.3 µM | Fibrin DD(E) TRITC-Tn6 fluorescence polarization displacement | hit rate 0.21% among 370,000 | P02675;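 active means inhibition above a per-campaign cutoff: mean of compounds within control limits plus 3 SD, cut at about 15% in these data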;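 further: 0% = median of all compound wells on the plate and 100% = blocking peptide control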
# GC-B act: GC-B (human) receptor activation. hit rate 0.11% among 370,000. activation, % at 10 µM. HEK293-GC-B cells, CNP EC30, cGMP TR-FRET; 0% at EC30 CNP, 100% saturating CNP. P20594. AID 1920062;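 active means activation at 10 µM reaching about 35% in either raw or pattern-adjusted values, limit read from the data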
# FXN GAA850 act: activators of GAA850 frataxin (FXN) promoter | activation, % at 6 µM | hit rate 0.56% among 360,000 | HEK293 lucGAA850 FXN promoter luciferase reporter, 24 h; percent of 10 µM SAHA response;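 active means activation above the average of all compounds screened plus 3 SD, cutoff fixed separately per campaign, cut at about 7.5% in these data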;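 further: 0% = DMSO wells and 100% = 10 µM SAHA wells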
# ARFGAP1 inhibitor: rat ARFGAP1 inhibition. hit rate 0.26% among 360,000. inhibition, % at 16.5 µM. Arfgap1-stimulated ARF1 GTP hydrolysis, GDP FP detection. Q62848. AID 651572;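 active means inhibition above a per-plate limit, mean inhibition of low control wells plus 3 SD, cut at about 25% in these data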;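 further: 0% = DMSO wells with enzyme and 100% = wells lacking Arfgap1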
#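 Replicates: Single well per compound | Assay system: Truncated rat Arfgap1 GAP domain | Control set: No-Arfgap1 wells (100%) versus DMSO full-reaction wells (0%) | Times: Enzyme reaction 120 min at 25 °C after 20 min preincubation | Reagent: Human ARF1(Δ1-17)-GTP substrate | Measured by: Tracer-displacement fluorescence polarization with EDTA stop, 620/688 nm | Measure: Percent inhibition of Arfgap1-stimulated GTP hydrolysis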
# rCAG binder: r(CAG) repeat RNA binding | TO-PRO-1 dye displacement fluorescence | inhibition, % at 3 µM | hit rate 1.3% among 370,000 | AID 651821;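 active means inhibition above the plate cutoff, the mean of all test compounds on that plate plus 3 SD, cut at about 35% in these data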;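 further: 0% = DMSO alone and 100% = 100 µM mitoxantrone as full dye displacement; higher means more dye released from RNA so lower well fluorescence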
# KLK7 zymogen act: activates the human kallikrein-7 zymogen. P49862. purified proKLK7, EDANS-DABCYL substrate fluorescence; 100% is mature enzyme control, 0% vehicle. activation, % at 7 µM. hit rate 0.9% among 370,000. AID 652039;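 active means activation above the mean of all tested compounds plus 3 SD, computed per campaign excluding outliers beyond control limits, cut at about 13% in these data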
# ADAM10 inh: inhibitors of human ADAM10; inhibition, % at 7 µM; recombinant ADAM10, EDANS/DABCYL FRET peptide cleavage, 3 h; O14672; AID 720582; hit rate 0.62% among 370,000;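 active means inhibition above a per-campaign cutoff equal to the mean of compounds falling between control-based bounds plus 3 SD, cut at about 20% in these data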;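 further: 0% = DMSO wells while the 100% control is not disclosed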
# * marks the source's active call; other numbers are inactive results; i = inactive; nt = not tested or not shown.
SMILES,sPLA2-III inh,ASAP1 GAP inh,GC-A act,DDE Tn6 FP inh,GC-B act,FXN GAA850 act,ARFGAP1 inhibitor,rCAG binder,KLK7 zymogen act,ADAM10 inh
CNC(=O)c1cc(S(=O)(=O)N(C)C)ccc1Cl,6,14,5,6,0,-1.8,6,4,-0.1,6
COc1ccc(C(=O)OCCCN(C)C)cc1OC,9,0,0,2,6,2.9,8,0,0.1,-5
NNC(=S)Nc1c(F)cc(F)cc1Br,5,-4,0,0,0,0.5,-2,1,-0.2,-6
COC(=O)c1c(NC(=O)c2ccco2)sc(C)c1C,7,8,-3,2,-1,0.7,12,5,0.8,-15
O=C(NCCc1cccc(F)c1)/C(=C/c1cccnc1)NC(=O)c1ccccc1,-4,-6,1,0,-1,1.6,8,-2,-0.4,-5
N#Cc1c(N2C(=O)Nc3ccccc3N2O)sc2c1CCCCCC2,-1,1,-1,1,1,-1.6,13,45*,0.1,-1
COc1cc(C2C(C(=O)N3CCOCC3)=C(C)NC3=C2C(=O)CCC3)ccc1OC(C)=O (stereo not given),0,1,3,-4,1,-2.8,1,-2,-4.2,-331
Cc1ccc(OC(C)C)c(CN(CCO)CCO)c1,0,-2,0,2,5,-1.3,-14,1,0.1,0
CCOc1cc(/C=N/N=C2/NC(=O)C(CC(=O)O)S2)ccc1OS(=O)(=O)c1ccc(C)cc1 (stereo not given),-11,-7,2,-5,4,0.4,-11,56*,0.7,-4
Cc1cc(SCC(=O)c2cccs2)nc2c(C)cccc12,-15,-12,-7,-4,-4,3.1,0,2,0.6,-1
CNS(=O)(=O)c1cn(CC(=O)NCc2ccccc2OC)cc1S(=O)(=O)NC,2,-8,2,5,2,2.7,13,6,0.2,-5
Cc1nnc(SCC(=O)NNC(=O)c2ccc(Cl)cc2)s1,3,-7,-3,-1,6,-0.9,-5,-3,-0.2,-2
Cc1ccsc1C(=O)OCC(=O)N(C)C1CCCCC1,4,-2,0,-3,-1,0.3,-4,-1,-0.4,-11
CCOc1ccc(NC(=O)c2nnn(CC(=O)Nc3ccccc3OC)c2N)cc1,-5,-8,2,3,5,0.5,-7,2,-2.5,3
CCOC1=C2CN(S(=O)(=O)c3ccc(C)cc3)[C@H](c3ccccc3)C[C@@H]2N(S(=O)(=O)c2ccccc2)[C@H](c2ccccc2)C1,2,20,1,5,0,nt,-1,2,-0.4,-4

# The list goes on, starting with the last 5 of the part before.
SMILES,sPLA2-III inh,ASAP1 GAP inh,GC-A act,DDE Tn6 FP inh,GC-B act,FXN GAA850 act,ARFGAP1 inhibitor,rCAG binder,KLK7 zymogen act,ADAM10 inh
CNS(=O)(=O)c1cn(CC(=O)NCc2ccccc2OC)cc1S(=O)(=O)NC,2,-8,2,5,2,2.7,13,6,0.2,-5
Cc1nnc(SCC(=O)NNC(=O)c2ccc(Cl)cc2)s1,3,-7,-3,-1,6,-0.9,-5,-3,-0.2,-2
Cc1ccsc1C(=O)OCC(=O)N(C)C1CCCCC1,4,-2,0,-3,-1,0.3,-4,-1,-0.4,-11
CCOc1ccc(NC(=O)c2nnn(CC(=O)Nc3ccccc3OC)c2N)cc1,-5,-8,2,3,5,0.5,-7,2,-2.5,3
CCOC1=C2CN(S(=O)(=O)c3ccc(C)cc3)[C@H](c3ccccc3)C[C@@H]2N(S(=O)(=O)c2ccccc2)[C@H](c2ccccc2)C1,2,20,1,5,0,nt,-1,2,-0.4,-4
Cc1ccc2occ(/C=N/NC(N)=S)c(=O)c2c1,-4,11,-2,2,-3,-2.2,2,3,0.8,2
N#Cc1ccccc1OCC(=O)NCCNC(=O)COc1ccccc1C#N,7,4,0,2,2,3.9,3,-1,-0.5,-4
CCCCNC(=O)c1nn2c(C(F)(F)F)cc(-c3ccccc3)nc2c1Br,14,0,15,3,4,0.1,-3,-2,-0.8,4
COc1ccc(CCN2C(=O)CC(Cc3cccc(C)c3)C2=O)cc1OC (stereo not given),-5,4,0,-5,4,0.4,10,-10,-0.7,1
O=C(CSc1nc2ccccc2[nH]1)c1cccs1,-15,-2,-5,-6,-1,4.7,3,8,-0.6,-4
C/C(=N\Nc1nc(C)cc(-c2ccccc2)n1)c1ccc(O)cc1,-3,2,-2,-2,-2,0.0,-7,-2,0.2,2
CC(c1nc2ccccc2n1Cc1ccccc1)n1c(-c2cnccn2)nc2ccccc21 (stereo not given),1,4,-14,4,-11,nt,6,3,-0.8,-89
COc1ccc2c(c1)c1nc3n(c(=O)c1n2CC(=O)Nc1ccccc1)CCS3,2,3,10,0,-3,1.3,-14,5,0.0,-33
Nc1ccc(-c2nc3ccccc3[nH]2)cc1,12,5,-2,2,-19,-2.4,8,2,1.0,i
CC(=O)/C=C(\C)NCCNc1c(F)c(F)c(CO)c(F)c1F,1,14,1,3,1,0.3,2,-1,-0.8,-5
Cc1cc(C)c2ccc(=S)[nH]c2n1,-1,0,6,6,3,3.5,11,1,-0.1,-18
CN(C)CCNC(=O)/C(=C/c1ccc(-c2ccc(Cl)cc2Cl)o1)NC(=O)c1ccccc1,-8,4,11,-3,-9,2.7,4,10,-3.7,-41
CC1CCc2sc(C(=O)NCc3ccccn3)cc2C1 (stereo not given),7,-9,0,5,-2,1.7,-4,-1,0.0,1
O=C(NCc1ccccc1)C1CCC(=O)N(CC2CCCCC2)C1 (stereo not given),1,1,1,-1,1,-0.8,-4,-3,-0.4,3
CN1C=CC=C/C1=C1\SC(=S)N(Cc2ccccc2)C1=O,7,-2,1,-3,0,0.8,-8,-2,0.8,-2
COc1ccc2c(c1)CCc1c(C(=O)NCc3cccnc3)noc1-2,8,2,8,-6,0,0.4,-5,-2,-0.8,1
O=C(NC1CCCCC1)C(c1ccc2ncccc2c1)N(Cc1ccc(F)cc1)C(=O)c1ccc2c(c1)OCCO2 (stereo not given),1,8,-3,5,-1,-2.4,-6,1,0.8,1
O=C(CCn1nnc2ccccc21)N/N=C\Cc1ccccc1,-11,10,1,0,-2,0.8,7,3,-0.9,0
C=CCn1c(SCC(=O)Nc2cccc3ccccc23)nnc1-c1cnccn1,6,-5,-8,5,-8,0.6,4,1,-0.6,1
COc1ccc2c(CC(=O)NC3CCCc4ccccc43)coc2c1 (stereo not given),-7,7,-2,-4,-7,2.4,-7,2,-0.3,-15
C/C=C/C(=O)OCC(=O)Nc1cccc(F)c1,4,-1,4,3,3,2.4,4,-1,-0.3,-13
CCOC(=O)[C@]12CCCC=C1N(CCCOC)C(=O)[C@@H]2CC(=O)N1CCC(c2ccccc2)CC1,-3,nt,-2,1,-1,nt,nt,3,0.0,-2
O=C(COc1ccccc1F)NNC(=O)Cn1c(=O)cnc2ccccc21,0,1,0,5,1,-0.1,3,-1,-0.2,0
CCC(=O)OCC(=O)Nc1cc([N+](=O)[O-])ccc1OC,1,1,2,-6,4,2.3,-1,0,-0.3,-1
CCOc1cccc(/C=N/Nc2ccc(S(=O)(=O)N(CC)CC)cn2)c1O,-1,-3,7,-6,4,-3.1,-4,11,-2.0,-3
C/C(N)=C(/C#N)C(=O)COC(=O)CSc1ccccc1,-2,7,1,-4,-3,1.3,-7,3,-0.2,-2
COc1ccc(-c2cc3c(c4c2ccn4C)C2CCC3C2)cc1F (stereo not given),6,0,0,8,-6,nt,14,7,-0.7,-14
NNc1nnc(-c2ccccc2)c(-c2ccccc2)n1,7,-7,5,4,5,1.3,6,-1,0.3,-12
CN1CCCN(C(=O)C2CCC(C(=O)N3CCCN(C)CC3)CC2)CC1 (stereo not given),2,-5,1,5,4,1.7,0,1,-0.2,-4
CC1Cc2cc(S(=O)(=O)N3CCCC(C(=O)N4CCCCC4)C3)ccc2N1C(=O)C1CC1 (stereo not given),5,0,5,2,-6,-0.6,6,-4,-0.3,-6
Cc1ccc(OCC(=O)Nc2ccccc2C(=O)NC2CC2)cc1,4,-25,-2,0,-1,0.6,-3,-1,-0.3,-7
CSc1ncc(CNc2cc([N+](=O)[O-])ccc2C)c(N)n1,-1,-5,-4,-6,-2,0.7,17,0,1.1,11
Cc1ccccc1C(=O)N1CCN(c2ccc(NC(=O)c3cccnc3Cl)cc2)CC1,0,0,-4,-4,0,-2.1,-6,-6,0.8,-3
Cc1ccc(S(=O)(=O)N2CCCOC2CNC(=O)C(=O)NCc2ccccn2)cc1 (stereo not given),3,3,0,-5,6,-2.2,11,-3,-0.1,-19
O=C(Nc1ccc(Oc2ccccc2)cc1)c1csc([C@@H]2O[C@H](CO)[C@H](O)[C@H](O)[C@H]2O)n1,0,4,0,-6,1,-1.0,-17,1,-0.8,-1
COc1ccc(-c2nn(-c3ccccc3C)cc2CNCc2cccnc2)cc1F,2,3,2,1,-1,1.7,2,-7,0.0,10
Cn1nc(C(=O)N2CCN(c3ccc(Cl)cc3)CC2)c2c1-c1ccccc1S(=O)(=O)C2,1,-16,0,-9,2,0.6,7,1,0.5,5
COCCn1c(C)cc(C(=O)CSc2nc3ccccc3s2)c1C,-14,3,-1,4,5,-12,4,8,-0.6,8
CC1(c2ccc(F)cc2)OC(=O)c2c1ccc1ccccc21 (stereo not given),-6,4,-5,-5,-4,0.8,2,1,-0.5,1
Cc1ccc(-c2nc(N)sc2CC(=O)OCC(=O)NCCC(C)C)cc1,-22,0,-1,6,5,0.6,-5,9,0.6,-5
C=CCn1c(SCC(=O)NC(=O)NCc2ccco2)nc2sc(CC)cc2c1=O,2,2,-19,1,-10,-1.3,-7,4,0.5,-14
CCOc1ccccc1C(=O)Nc1cc(Cl)ccc1O,-25,11,-4,1,-6,0.9,7,19,-0.5,8
C=CC[C@@H](CC(=O)N[C@H](CO)Cc1ccccc1)C(=O)N[C@@H](COC(=O)[C@@H](CC=C)CC(=O)OC(C)(C)C)Cc1ccccc1,-25,-2,-9,9,-3,-6.6,6,0,-0.5,2
COCCN(C(=O)COC(=O)c1ccc2c(c1)OCO2)c1c(N)n(Cc2ccccc2)c(=O)[nH]c1=O,3,13,0,0,3,-0.7,-1,3,-0.1,-1
CN(C)S(=O)(=O)N1CCC(Oc2ccc(C(=O)NCC(C)(C)CO)cc2)CC1,-6,-2,-3,-10,-3,-1.4,7,-6,-0.5,0
CCOC(=O)CCNC(=O)N1CCCC(N(C)CCc2ccccc2)C1 (stereo not given),0,4,2,-4,7,1.3,2,-7,-0.5,-3
CCN(C(=O)CSc1ncnc2c1cnn2-c1ccccc1)C1CCS(=O)(=O)C1 (stereo not given),10,13,4,3,-2,2.0,8,-2,0.5,-6
C[C@@H]1CN([C@@H](C)CO)C(=O)CCCn2cc(nn2)CO[C@H]1CN(C)C(=O)Nc1ccc(C(F)(F)F)cc1,7,-4,1,8,3,nt,-10,-1,0.0,-11
COc1cccc(N2CCN(CC(=O)N(C)Cc3ccc(F)cc3)CC2)c1,-1,nt,3,-1,8,nt,nt,-2,0.1,-2
CCc1cccc(NC(=O)Cc2ccc([N+](=O)[O-])cc2)c1,-5,-4,-2,4,-1,-0.7,4,6,-0.3,9
O=C(Nc1nccs1)c1ccc(COc2ccccc2Cl)o1,-7,8,8,-5,-5,2.0,-5,0,0.6,2
